# TexasRed fluor: counter-screen for TRb-SRC2 inhibitors: fluorescence interference; TRb/SRC2 Texas Red total fluorescence interference; 280,000 tested, 0.29% active; Potency, µM (top dose mostly 106 µM), inactives show at the highest dose fluorescence change, negative = quenching; active = well fitted curve in either direction with a large enough effect; inconclusive = small, poorly fitted or top-dose-only effect; also: potency is read from the fitted curve at half-maximal effect; % is scaled to controls: 0 for no effect and ±100 for the full control effect
#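 Flags fluorescent or light-absorbing compounds by total fluorescence, S + 2P, at 555 nm excitation and 632 nm emission. Mixture: 20 nM Texas Red SRC2 peptide, 0.6 uM human TRb LBD, 1 uM T3, 5% DMSO; compound exposure 5 h at ambient temperature.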
# NPSR antag: neuropeptide S receptor (human) antagonism, cAMP; Q6W5P4; CHO-NPSR cells, cAMP TR-FRET, antagonist mode; Potency, µM (titrated, usually from 38.3 µM), for the others: at the highest dose activity change, negative = inhibition, actives largely listed as inhibitors; 220,000 tested, 1% active; AID 1461; also: potency is read from the fitted curve at half-maximal effect; % is scaled to controls: 0 for no effect and ±100 for the full control effect; nearly all actives have a fitted effect of over 50% in size; many of its hits are not listed in these tables
# Target sequence (Q6W5P4 whole entry, looked up): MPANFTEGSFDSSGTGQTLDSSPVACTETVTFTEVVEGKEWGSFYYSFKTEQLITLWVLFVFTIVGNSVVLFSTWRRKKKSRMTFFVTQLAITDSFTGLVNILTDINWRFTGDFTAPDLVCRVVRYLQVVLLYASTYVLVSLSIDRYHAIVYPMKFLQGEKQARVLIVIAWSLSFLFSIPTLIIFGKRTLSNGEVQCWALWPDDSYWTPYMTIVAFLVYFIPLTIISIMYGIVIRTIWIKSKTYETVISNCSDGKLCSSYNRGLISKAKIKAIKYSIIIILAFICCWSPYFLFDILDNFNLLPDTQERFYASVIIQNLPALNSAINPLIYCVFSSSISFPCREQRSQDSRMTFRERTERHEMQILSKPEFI
# TRb SRC2 PPI: TRbeta-SRC2 interaction inhibition. P10828. TRbeta-SRC2 peptide binding, fluorescence polarization; receptor liganded with 1 µM T3. Potency, µM (doses to about 106 µM), for the others: at the highest dose activity change, negative = inhibition, hits mostly inhibitors. 280,000 tested, 0.065% active;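 also: potency is read from the fitted curve at half-maximal effect; plate controls were bound peptide for no effect and peptide without receptor for full effect; nearly all actives have a fitted effect of over 50% in size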
# Target sequence (P10828 whole entry, looked up): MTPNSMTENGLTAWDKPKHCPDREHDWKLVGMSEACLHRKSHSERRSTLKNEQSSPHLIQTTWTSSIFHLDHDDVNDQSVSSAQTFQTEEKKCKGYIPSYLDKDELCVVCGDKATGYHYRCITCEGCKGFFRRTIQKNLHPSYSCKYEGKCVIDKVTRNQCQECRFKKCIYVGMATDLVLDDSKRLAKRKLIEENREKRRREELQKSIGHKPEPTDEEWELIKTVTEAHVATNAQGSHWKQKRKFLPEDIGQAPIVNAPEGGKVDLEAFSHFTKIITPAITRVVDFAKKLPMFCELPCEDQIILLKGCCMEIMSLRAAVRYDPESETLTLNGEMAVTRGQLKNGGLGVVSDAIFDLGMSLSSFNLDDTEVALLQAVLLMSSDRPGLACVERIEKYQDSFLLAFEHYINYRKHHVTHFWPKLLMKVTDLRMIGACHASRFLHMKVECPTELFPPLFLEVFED
#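 Polarization signal, normalized between peptide-alone and full complex controls, measured compound effects on T3-liganded human TRb LBD (0.6 uM) binding 20 nM Texas Red SRC2 peptide after 5 hr.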
# Tau fluor cs: counter-screen for tau fibril formation inhibitors. AID 1463. tau K18 P301L Alexa594 fluorescence, heparin fibrillization. Potency, µM (doses to about 57.7 µM), without a hit: at the top dose activity change, negative = decrease. 280,000 tested, 0.93% active; also: potency is read from the fitted curve at half-maximal effect; % is scaled to controls: 0 for no effect and ±100 for the full control effect; nearly all actives have a fitted effect of over 55% in size
#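 Human tau K18 P301L (15 uM unlabeled, 0.24 uM Alexa 594-labeled) in 100 mM sodium acetate pH 7 with 20 uM heparin, 6 hr at 37 C. ThT 30 uM added, 1 hr ambient; Alexa 594 FP and total fluorescence read at 555/632 nm.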
# Tau FP inhib: blocks human tau fibril formation measured by polarization. 280,000 tested, 0.39% active. Potency, µM (series often up to 57.7 µM), inactives show top-dose activity, negative = inhibition, actives largely listed as inhibitors. K18 P301L tau heparin fibrillization, Alexa594 FP, 6 h; also: potency is read from the fitted curve at half-maximal effect; % is scaled to controls: 0 for no effect and ±100 for the full control effect; nearly all actives have a fitted effect of over 55% in size
# Target sequence (P10636 561-689 P618L limits assumed): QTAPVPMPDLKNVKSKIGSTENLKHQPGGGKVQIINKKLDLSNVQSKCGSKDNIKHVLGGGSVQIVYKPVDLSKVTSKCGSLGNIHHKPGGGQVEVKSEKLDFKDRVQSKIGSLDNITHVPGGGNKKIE
#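 K18 P301L tau (15 uM unlabeled/0.24 uM Alexa 594-labeled, final) + compound + heparin 20 uM final; 100 mM NaOAc pH 7; 6 hr 37 C; ThT 30 uM final added, 1 hr RT; FP ex 555/em 632 nm.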
# GLA spleen mod: alpha-galactosidase A (human) modulation; P06280; human spleen homogenate, 4MU-alpha-Gal fluorescence, 40 min; Potency, µM (top dose mostly 80 µM), without a hit: top-dose activity change, negative = inhibition, actives largely listed as inhibitors; 240,000 tested, 0.008% active; AID 2107;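 also: potency is read from the fitted curve at half-maximal effect; 0% = enzyme with vehicle and -100% = no enzyme basal signal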
#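 Human spleen homogenate (1 ug) was the enzyme source, with 4-methylumbelliferyl-alpha-D-galactopyranoside (1 mM final) in pH 5.0 citrate buffer with 0.01% Tween-20. Compounds were titrated; after 40 min at 37C, NaOH/glycine stop, 4-MU fluorescence read; AC50 from Hill fits.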
# Epigenetic reg: epigenetic control regulation, reporter derepression; murine LDR cells, GFP reporter derepression, 30 h; Potency, µM (top dose mostly 53.9 µM), for the others: at the highest dose GFP activation, hits mostly activators; 280,000 tested, 0.2% active; AID 1865; also: potency is read from the fitted curve at half-maximal effect; % of control where 0% means no effect; nearly all actives have a fitted effect of over 60% in size
#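 Readout is the number of GFP-expressing murine LDR cells, counted by cytometry following washing. Cells were treated with compound for 30 h at 37 C; the stably integrated CMV-GFP locus is normally silent.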
# CBFb-RUNX1 inh: CBF-beta/RUNX1 interaction disruption | Q01196+Q13951 | AlphaScreen CBFb-His/RUNX1-biotin binding, biochemical | Potency, µM (doses to about 59.8 µM), without a hit: at the highest dose activity, negative = inhibition, hits mostly inhibitors | 230,000 tested, under 10 active | AID 1477; also: % of control where 0% means no effect
#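 CBFb-His/RUNX1-biotin, 30 nM each, preincubated 20 min RT; compound 15 min RT; Ni + streptavidin beads 50 ng each, 90 min RT; AlphaScreen read.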
# * hit, by the source's call; ? = inconclusive; · = no result given; & = joins results of further samples; [ ] = dose if it differs, or a comment. Unless noted, calls follow the shape of the dose curve; as a rule, active = well fitted curve in the direction sought with a large enough effect; inconclusive = small, poorly fitted or top-dose-only effect, or another doubt; inactive = no such curve, though single readings can be large; an effect the other way counts as inactive or inconclusive.
SMILES,TexasRed fluor,NPSR antag,TRb SRC2 PPI,Tau fluor cs,Tau FP inhib,GLA spleen mod,Epigenetic reg,CBFb-RUNX1 inh
C=CC=O,-2.8%,·,-4.0%,·,·,14.9%,·,-6.7%[21.7 µM]
COC(=O)C(O)(c1ccc(NC(=S)NC(=O)c2ccc(Cl)cc2Cl)cc1)C(F)(F)F (configuration not stated),0.0%,-29.8%,-0.7%,-14.6%,-6.8%,1.3%,1.0%,1.3%
O=C1CCN(C(=O)CCCn2c(=O)oc3ccccc32)CC1,0.4%,7.3%,5.4%,11.8%,0.9%,2.4%,-0.3%,2.0%
Cc1nnc2ccc(-c3cccc(C(F)(F)F)c3)nn12,-1.4%,·,-6.6%,-5.7%,-12.5%,11.5%,4.3%,9.4%[21.7 µM]
CCOc1ccc(-c2cc(C)[n+](CCO)c(-c3ccc(OCC)cc3)c2)cc1,-1.4%,-3.4%,-2.2%,-3.2%,3.5%,?,0.9%,6.6%
CCCCCCNC(=O)N[C@@H](Cc1ccc(O)cc1)C(=O)NCCC[C@H]1CN2C(=NC[C@H]2C)N1CC1CCC1,-1.5%,8.1%,-0.7%,2.7%,-3.9%,-6.2%,0.5%,1.2%
CCC1(C(=O)c2ccccc2)C2c3ccccc3OC(=O)C21C(C)=O (configuration not stated),-1.3%,10.8%,-2.3%,-21.6%,-10.7%,-5.6%,5.4%,7.0%
CC(N)Cc1ccccc1Sc1ccc(O)cc1 (configuration not stated),-0.1%,-9.6%[46.1 µM],-3.8%,-2.1%,15.3%,-0.2%,-2.3%,2.3%
Cc1ccc(-n2nc(C)c(C3C(C#N)=C(N)Oc4c3c(=O)oc3ccccc43)c2Cl)cc1 (configuration not stated),-3.8%,?,0.5%,?,-13.6%,4.9%,-3.4%,-5.0%
Cc1cc(C)cc(NC2=NCCCS2)c1,-2.4%,23.9%,4.9%,2.1%,-1.7%,3.2%,-1.3%,1.7%
CCCN1CCC2(CC1)NC(CO)(CO)CO2,-1.7%,2.8%[46.1 µM],5.9%,4.7%,7.7%,-17.8%,1.2%,6.0%
Cc1ccc(N2C(=O)NC(=O)/C(=C\C=C\c3ccco3)C2=O)cc1C,9.3%,12.6µM*,4.1%,-13.8%,?,-2.5%,0.9%,?
Cc1ccsc1C(=O)C1CCCN(Cc2cnc(N)nc2)C1 (configuration not stated),0.7%,?,-8.9%,-8.7%,-3.0%,-7.9%,-0.5%,-4.9%
O=C(c1cc(F)ccc1F)C1CCCN(CCCc2ccccc2)C1 (configuration not stated),-0.2%,8.5%,-7.0%,-6.5%,-7.0%,3.4%,-2.5%,9.2%
Cc1nn(Cc2ccccc2Cl)c(Cl)c1C(=O)O,-0.9%,-1.2%,11.4%,-3.6%,10.9%,-1.4%,2.6%,11.0%
Nc1ccc(S(=O)(=O)N2CCCCC2c2cccnc2)cc1 (configuration not stated),0.5%,0.0%[46.1 µM],-6.5%,-3.6%,0.3%,5.3%,-2.7%,-2.5%
O=C1CC(c2ccccc2)CC(O)=C1C=NCCN1CCN(C(=O)Cc2ccccc2)CC1 (configuration not stated),-1.7%,-11.4%[46.1 µM],-0.9%,-6.2%,7.0%,-3.1%,-0.2%,1.0%
COc1ccc2cc(C(=O)C3CCCN(C4CCOCC4)C3)ccc2c1 (configuration not stated),-0.3%,-4.5%,-3.0%,-11.1%,-5.5%,-1.7%,-0.4%,1.4%
Cn1c2ccccc2c2cnn(CC(=O)N3CCC4(CC3)OCCO4)c(=O)c21,0.1%,-10.3%[46.1 µM],14.4%,-4.7%,3.0%,5.1%,-9.3%,-0.9%
CC(=C1C(=O)c2ccccc2C1=O)N1CCN(CCN=Cc2c(O)n(C)c(=O)n(C)c2=O)CC1,-1.4%,5.3%[46.1 µM],-5.2%,-3.3%,1.4%,4.6%,0.0%,1.9%
CC(=O)Nc1ccc(OC(=O)N(C)C)cc1,-0.3%,?,7.0%,-0.9%,0.9%,3.6%,-4.1%,0.9%
COc1ccc(CC(=O)N2CCN(C)CC2)cc1OC,-1.3%,-4.2%[46.1 µM],-18.8%,-5.6%,-0.6%,1.9%,-3.4%,8.1%
NC(=O)Nc1cccc(C(F)(F)F)c1,-2.3%,3.1%[46.1 µM],-2.4%,0.7%,0.0%,-2.3%,0.0%,-0.6%
CN(C)C(=O)Oc1ccc(OCc2nc3ccccc3[nH]2)cc1,-3.3%,9.5%,0.7%,-4.1%,6.6%,7.6%,-0.7%,6.8%

# Looked up above:
# Epigenetic reg, COc1ccc2cc(C(=O)C3CCCN(C4CCOCC4)C3)ccc2c1 (configuration not stated) is entered as -0.4%
# TexasRed fluor, Nc1ccc(S(=O)(=O)N2CCCCC2c2cccnc2)cc1 (configuration not stated) is entered as 0.5%

# (list continues)
SMILES,TexasRed fluor,NPSR antag,TRb SRC2 PPI,Tau fluor cs,Tau FP inhib,GLA spleen mod,Epigenetic reg,CBFb-RUNX1 inh
NC1C2CN3CCN(C2)CC1(c1ccccc1)C3 (configuration not stated),-0.1%,-14.6%,-6.8%,-7.0%,6.4%,-4.0%,-0.8%,-5.1%
COc1ccc(N2CC2c2ccncc2)cc1 (configuration not stated),-2.3%,10.3%,5.5%,-8.0%,-3.8%,-3.0%,-1.0%,8.0%
Nc1c(C(=O)NCCCc2ccccc2)c2nc3ccccc3nc2n1Cc1cccs1,0.6%,?,-22.9%,?,?,0.5%,8.7%,12.2%
Cc1cccnc1-n1c(C)nc2ccccc2c1=O,-1.1%,?,-8.8%,6.1%,5.6%,-3.9%,-0.7%,-3.9%
COc1ccc(NP(=O)(Oc2ccc(Cl)cc2)Oc2ccc(Cl)cc2)cc1OC,-1.7%,-38.8%,-1.6%,-28.8%,5.7%,-3.8%,0.0%,-21.8%
CN1CCN(Cc2ccccc2C(F)(F)F)CC1,1.5%,9.8%[46.1 µM],-8.7%,6.8%,6.2%,-0.7%,0.5%,-1.7%
CCOc1ccc(CCNC(=O)c2cc3c(-c4cccc(OC)c4)nn(C)c3s2)cc1OCC,-0.1%,·,-4.1%,?,-17.9%,·,2.4%,·
COc1cc(/C=C2/C(=O)N(c3ccccc3)N=C2C)ccc1OS(=O)(=O)c1ccccc1,-2.7%,-25.7%,-5.3%,?,-22.3%,1.1%,?,8.5%
NS(=O)(=O)c1ccc(N=Cc2c(O)n(C3CCCCC3)c(=O)n(C3CCCCC3)c2=O)cc1,-0.6%,10µM*,-9.8%,-10.4%,-9.6%,3.4%,4.5%,6.6%
COc1ccc(CCn2c(O)c(/C=N/N3CCOCC3)c(=O)[nH]c2=O)cc1OC,-0.9%,-1.4%,1.0%,3.5%,2.1%,2.3%,1.1%,-1.9%
CC1CC2CCC(O2)C(C)C(=O)OC(C)CC2CCC(O2)C(C)C(=O)OC(C)CC2CCC(O2)C(C)C(=O)OC(C)CC2CCC(O2)C(C)C(=O)O1 (configuration not stated),1.1%,·,8.7%,·,·,-1.9%,·,13.4%
COC1=CC(=O)OC(CCc2ccc3c(c2)OCO3)C1 (configuration not stated),-2.6%,·,0.4%,·,·,-8.9%,·,15.5%[21.7 µM]
CC(C)Sc1nnc([C@@H](N)Cc2ccccc2)o1,-0.4%[53 µM],-2.2%[46.1 µM],-37.4%[53 µM],1.1%,-1.9%,-14.5%,-0.9%,3.1%
COc1cccc(-n2c(/C=C\c3ccc(Cl)cc3)nc3ccccc3c2=O)c1,0.0%,·,-7.3%,-2.1%,-7.4%,·,-1.6%,·
C/C(=N\N1CCCCCC1)c1c(O)n(C2CCCCC2)c(=O)[nH]c1=O,-2.5%,?,-2.7%,-6.7%,1.2%,-14.9%,-0.3%,-6.3%
CCc1ccc(-n2nc(C)c3c2NC(=O)CSC3c2ccccc2C)cc1 (configuration not stated),1.4%,·,-0.2%,-23.5%,-14.2%,·,-2.8%,·
COc1ccc(OCC(=O)N2CCN(Cc3cc(=O)n4nc(-c5ccccc5C)sc4n3)CC2)cc1,-2.8%,·,-2.6%,-2.4%,1.8%,·,-5.5%,·
COC(=O)[C@]12OC[C@]34C([C@@H](O)[C@@H]1O)[C@]1(C)CC(=O)C(O)=C(C)[C@@H]1C[C@H]3OC(=O)[C@H](O)[C@@H]24 (some centres not stated),-1.6%,-27.3%,-3.6%,6.7%,-0.6%,2.1%,?,13.6%
COc1ccc(-n2c(-c3ccccc3)nc3ccccc3c2=O)cc1,1.4%,-19.9%,4.3%,-12.4%,-8.2%,2.0%,-2.6%,4.4%
C=C(C)CSc1nnc([C@@H](N)Cc2ccccc2)o1,-2.6%,-3.3%[7.67 µM],-1.7%,-9.2%,-5.7%,-2.5%,-1.1%,-0.3%
COC(=O)NC/C=C\c1nc(CC/C=C\C(=O)O[C@H]2C[C@H]3CC(=O)O[C@@H](/C=C\CC(C)C)C[C@@H]4CC[C@H](C)[C@H](C[C@@H](OC)C[C@H](C2)O3)O4)co1,-1.5%[11.2 µM],·,-1.3%[11.2 µM],1.3%[11.6 µM],2.2%[11.6 µM],-4.4%[17.5 µM],2.3%[10.1 µM],18.1%[13.1 µM]
C=CC1CN2CCC1CC2C(O)c1ccnc2ccccc12 (configuration not stated),-0.2%&-2.0%,·,-3.8%&5.3%,?,?,-20.4%&-6.3%,-1.3%&-1.3%,11.0%&14.2%
CC/C(=N\NC(=O)c1ccccc1O)c1c(O)n(Cc2ccccc2)c(=O)[nH]c1=O,-6.2%,-57.6%,-5.2%,?,7.6%,?,0.0%,-6.3%
N#CSCC(=O)N1c2ccccc2CCc2ccccc21,-2.0%,?,1.1%,-18.9%,?,0.4%,?,1.9%
Cc1cc2c(C(F)(F)F)cc(=O)oc2c2c1NCCC2,-1.3%,-0.2%[46.1 µM],-10.1%,-0.5%,5.2%,6.2%,0.0%,7.9%
Cc1cc(Cl)ccc1OCC(=O)O,0.0%,-8.7%[46.1 µM],1.2%,8.4%,-8.2%,-6.8%,-1.7%,13.5%
O=C(COc1ccc2ccccc2c1)N1CCN(Cc2c[nH]c3ccccc23)CC1,-0.6%,-3.9%[46.1 µM],-11.4%,-26.9%,4.6%,-13.0%,-0.9%,6.4%

# Bioassay records: PubChem BioAssay, National Center for Advancing Translational Sciences (NCATS)

# The list is partial (hit frequency here may not be typical).
